# Calb biofilm kill: clotrimazole potentiators killing Candida biofilms, primary screen, with clotrimazole, Alamar Blue; hit rate 0.14% among 85,000; inhibition, % at 6 µM; C. albicans biofilm + clotrimazole; AID 834, 2007;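 active = inhibition above 20%; inactive = inhibition below 20%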;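 note: preformed 24 hr biofilms exposed to compound for 48 hr; 0% = biofilm without compound and 100% = blank killed by clotrimazole plus chlorhexidine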
# Mac1 fbg inh: inhibitors of CD11b/CD18 adhesion to fibrinogen, primary screen, K562 cells, luminescence; hit rate 0.54% among 93,000; AID 1497, 2009; ATPlite luminescence; Mn2+ added to activate the integrin; inhibition, % at 10 µM;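 active = primary inhibition of 50% or more at 10 µM, then 40% or more on retest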; note: some results filed as inactive read as strong as hits
# sEH inhibitor: soluble epoxide hydrolase inhibitors, primary screen, biochemical, human sEH; Bifunctional epoxide hydrolase 2 (Homo sapiens), P34913; hit rate 0.34% among 91,000; inhibition, % at 2 µM; recombinant human sEH enzymatic activity assay; in the data active = inhibition above about 80%; note: values of inactives mirror those of a sister screen read the other way; many of its hits are not listed in these tables
# Target sequence (P34913 whole entry, looked up): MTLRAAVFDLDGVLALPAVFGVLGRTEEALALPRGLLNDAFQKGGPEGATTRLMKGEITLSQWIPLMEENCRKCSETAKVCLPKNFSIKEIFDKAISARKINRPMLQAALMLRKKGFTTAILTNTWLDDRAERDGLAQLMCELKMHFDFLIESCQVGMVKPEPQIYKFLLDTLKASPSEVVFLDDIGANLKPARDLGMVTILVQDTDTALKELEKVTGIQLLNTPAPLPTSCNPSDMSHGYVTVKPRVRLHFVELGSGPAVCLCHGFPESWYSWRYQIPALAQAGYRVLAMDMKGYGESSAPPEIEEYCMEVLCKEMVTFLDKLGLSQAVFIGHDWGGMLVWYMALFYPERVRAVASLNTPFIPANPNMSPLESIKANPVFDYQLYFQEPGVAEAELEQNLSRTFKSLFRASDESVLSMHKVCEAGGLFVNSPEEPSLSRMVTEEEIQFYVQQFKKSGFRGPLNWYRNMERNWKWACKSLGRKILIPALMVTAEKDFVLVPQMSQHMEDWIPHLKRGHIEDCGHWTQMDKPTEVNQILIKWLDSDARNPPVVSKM
# MT1-MMP txn act: MT1-MMP promoter reporter activation – cell-based, luciferase luminescence, primary screen; HT1080 MT1-MMP promoter luciferase reporter, overnight; hits give high values; activation factor at 10 µM; hit rate 0.16% among 86,000; AID 750, 2007;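 active = activation factor of at least 2 for MT1-MMP transcription at 10 µM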
# ERb SRC1 inh: inhibitors of ERβ-SRC1 coactivator interaction, primary screen, biochemical, TR-FRET, ERβ LBD, SRC-1 peptide; inhibition, % at 25.6 µM; hit rate 1.3% among 86,000; Estrogen receptor beta (Homo sapiens), Q92731; TR-FRET ER-beta LBD / SRC1-Cy5 peptide binding; receptor agonist-loaded with 1 µM estradiol;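 active = compounds whose percent inhibition of the receptor-coactivator binding signal exceeds about 50% in the single-dose screen, limit read from the data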;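 note: 0% = receptor plus peptide wells without compound and 100% = peptide-only wells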
# Mac1 fbg enh: enhancers of CD11b/CD18 adhesion to fibrinogen, primary screen, K562 cells, luminescence; hit rate 0.07% among 93,000; AID 1499, 2009; ATPlite luminescence; Integrin beta-2 (Homo sapiens) + Integrin alpha-M (Homo sapiens), P05107+P11215; activation, % at 10 µM;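 active = 10 µM primary screen giving 50% or more activity, confirmed by 40% or more on retest at that dose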; note: strong numbers were not always called active; reference of the scale not given here
# ERa SRC1 pot: enhancers of ERα–SRC-1 coactivator binding, primary screen, biochemical, TR-FRET, ERα LBD, low estradiol | hit rate 1.3% among 86,000 | TR-FRET ERalpha-LBD/SRC-Cy5 coactivator binding, 2 h; 100 = basal binding, no effect | coactivator binding (% of control), % at 25.6 µM | AID 639, 2007; in the data active = activity above about 200%;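 note: binding measured in presence of low estradiol as agonist stimulus; 0% = peptide alone without receptor and 100% = receptor with peptide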
# Target sequence (P03372 whole entry, looked up, the tested form may be a part): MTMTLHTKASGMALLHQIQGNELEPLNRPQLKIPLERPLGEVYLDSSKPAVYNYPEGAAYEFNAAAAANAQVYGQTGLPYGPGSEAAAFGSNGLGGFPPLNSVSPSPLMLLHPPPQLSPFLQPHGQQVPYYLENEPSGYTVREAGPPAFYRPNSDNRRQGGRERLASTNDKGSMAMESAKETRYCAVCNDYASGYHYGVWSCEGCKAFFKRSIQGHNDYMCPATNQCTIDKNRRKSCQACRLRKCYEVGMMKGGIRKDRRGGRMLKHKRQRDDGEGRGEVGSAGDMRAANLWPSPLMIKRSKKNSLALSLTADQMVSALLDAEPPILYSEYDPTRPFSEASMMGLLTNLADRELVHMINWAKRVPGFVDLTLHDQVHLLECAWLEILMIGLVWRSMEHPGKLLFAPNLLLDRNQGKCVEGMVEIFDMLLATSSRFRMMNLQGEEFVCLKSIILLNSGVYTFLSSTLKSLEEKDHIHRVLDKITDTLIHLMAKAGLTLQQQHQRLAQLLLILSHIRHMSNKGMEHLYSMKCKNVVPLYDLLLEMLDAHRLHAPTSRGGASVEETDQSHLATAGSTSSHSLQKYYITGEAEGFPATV
# sEH activator: soluble epoxide hydrolase activators, primary screen, biochemical, human sEH; Bifunctional epoxide hydrolase 2 (Homo sapiens), P34913; purified human sEH enzymatic activity, activator screen; activation, % at 2 µM; hit rate 0.04% among 91,000; AID 717, 2007; in the data active = activation above about 37%; note: values of inactives mirror those of a sister screen read the other way
# Smad3 FoxH1 inh: Smad3/FoxH1 peptide binding inhibitors, primary screen, biochemical, TR-FRET. TR-FRET Smad3/Dy647-FoxH1 peptide binding, europium anti-His. Mothers against decapentaplegic homolog 3 (Homo sapiens), P84022. hit rate 0.29% among 88,000. inhibition, % at 25 µM;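 active = compounds that reduce the energy-transfer binding signal between the protein and its labelled peptide by more than half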;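 note: 0% = Smad3 plus labelled peptide maximal FRET and 100% = peptide-only background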
# An asterisk follows results filed as active; . = no result given; [ ] = remark or other dose. Only part of the results is shown; count on the stated rates, not on these rows.
SMILES,Calb biofilm kill,Mac1 fbg inh,sEH inhibitor,MT1-MMP txn act,ERb SRC1 inh,Mac1 fbg enh,ERa SRC1 pot,sEH activator,Smad3 FoxH1 inh
CCC(c1nnnn1Cc1cccs1)N1CCN(C2CCCC2)CC1 (stereo unspecified),5,-1,-8,1.2,-4,5,140[fluorescence artefact?],8,-3
Cc1ccc(CNC(=O)C2CC(=O)N(C3CCCCCCC3)C2)cc1 (stereo unspecified),8,9,-4,1,8[fluorescence artefact?],-2,125,4,1
CCOC(=O)Cn1c(-c2cccnc2Cl)nc2ccccc21,.,-2,0,.,.,-2,.,3,.
Cc1ccc2cc(CCNS(=O)(=O)c3ccc(F)cc3)c(=O)[nH]c2c1,5,8,.,1,-3,-1,216*,.,4
CC(C)Oc1ccc(Oc2ccc(C(F)(F)F)cn2)cc1,3,-7,-10,.,2,-4,114,11,1
C=CCC(C)(NCc1ccccc1)c1ccccc1 (stereo unspecified),.,-7,5,.,.,0,.,-4,.
COc1ccc(Cc2nn3c(-c4ccccc4OC)nnc3s2)cc1,-6,-24,.,1.1,-4,10,93,.,-2
COC(=O)C1=C(C)NC(C)=C(C(=O)OC)C1C(=O)OCCN1C(=O)c2ccccc2C1=O,6,-11,-3,1,0,10,114,2,-7
COC(=O)c1ccccc1NC(=O)CSCC(=O)Nc1ccccc1,.,-1,0,.,.,1,.,0,.
Cc1ccccc1NC(=O)C(C)c1ccc(-c2ccccc2)c(F)c1 (stereo unspecified),.,32,12,.,.,-5,.,-10,.
CCOC(=O)C1=C(N)N2C(=O)C(C)SC2=C(C(=O)OCC)C1c1ccccc1 (stereo unspecified),6,.,-3,1.1,1,.,104,3,8
Cc1cccc(C)c1N1CCN(c2ccc3nnc(C(F)(F)F)n3n2)CC1,5,48,-2,1.4,20,4,101,5,14
CCOC(=O)c1c(C)n(C)c2ccc(O)c(CN(CC)CC)c12,2,-15,-10,1.1,-10,-2,111,8,18
CC1(C(=O)O)CCC(C(=O)N2CCOCC2)C1(C)C (stereo unspecified),8,3,13,1.3,-5,3,106[fluorescence artefact?],-13,9
CCOC(=O)C1=C(C)NC(C)=C(C(=O)OCC)C1,2,-4,12,1,-6,-2,100,-7,19
CCS(=O)(=O)N1Cc2ccccc2CC1C(=O)Nc1ccc(NC(C)=O)cc1 (stereo unspecified),7,2,-2,1,19,7,65,4,-2
CC1CCCCN1CC(=O)NCc1ccc2c(c1)OCO2 (stereo unspecified),6,-2,4,1.1,6,-1,103,-2,0
CCOc1cc(NC(=O)c2ccccn2)c(OCC)cc1NC(=O)CC(C)C,6,-8,1,1,-4,2,93[fluorescence artefact?],-2,0
CCCS(=O)(=O)N1CCc2cc(OC)c(OC)cc2C1,3,-15,1,1.1,-1,-1,100,-3,8
Cc1nc2ccccc2c2oc(C(=O)NCC3CCCO3)cc12 (stereo unspecified),8,7,14,1.1,-3,6,105,-15,3
O=P(O)(CCCP(=O)(O)CCc1ccccc1)CCc1ccccc1,2,1,.,1.6,-1[fluorescence artefact?],3,112,.,8
CCN(CC)c1ccc(-n2c(C)cc(C=O)c2C)cc1,0,-24,-7,1.1,5[fluorescence artefact?],-5,96[fluorescence artefact?],6,2
CC(C)OC(=O)CSc1nnc(-c2cnccn2)n1-c1ccccc1,10,.,-3,1.2,-3,.,112,1,4
COc1ccc(/C=N/NC(=O)CCCC(=O)NC2CCCCC2)cc1,.,-16,4,.,.,0,.,-2,.
COc1nc(NCc2ccco2)nc(NC2CCCCC2)n1,5,.,16,1.5,-1,.,95[fluorescence artefact?],-14,-2
CS(=O)(=O)c1ccc2nc(NC(=O)CC3CCCC3)sc2c1,6,8,.,1,-7,-2,109,.,10[fluorescence artefact?]
O=S(=O)(c1ccc(Cl)c(F)c1)N1CCC(c2nc(-c3ccncc3)no2)CC1,-4,0,-8,1.2,1,2,135,9,5
COc1ccc(-n2c(Cc3cccn3C)nnc2SCC(=O)NCC2CCCO2)cc1 (stereo unspecified),-1,18,8,.,-4,-5,100,-9,-1
NS(=O)(=O)c1ccc(CCNC(=O)Nc2ccc(Cl)cc2)cc1,9,24,.,1,16,-4,95[fluorescence artefact?],.,8
Cc1c(-n2c(CN3C(=O)c4ccccc4C3=O)nc3ccccc3c2=O)c(=O)n(-c2ccccc2)n1C,2,.,-13,1,2,.,110,13,-6
O=C1C2CC=CCC2C(=O)N1CC(=O)N(Cc1ccccc1)C1CCS(=O)(=O)C1 (stereo unspecified),12,-7,.,1.1,-1,-2,96,.,2
CCc1cc2c(=O)c(-c3ccon3)c(N)oc2cc1OC,5,26,.,1.3,11,1,147,.,6
COC(=O)C(NC(=O)c1ccccc1)c1ccccc1 (stereo unspecified),11,-1,12,1.1,10[fluorescence artefact?],1,111,-11,10[fluorescence artefact?]
CCOC(=O)c1cnc(SCC(=O)NCc2ccco2)nc1N,4,-6,-24,1.2,-1,2,117,23,5
C=CCc1c(C)nc(C)nc1N/N=C/c1ccccc1,3,-2,6,1.2,0,0,94,-7,-2
COc1ccc(S(=O)(=O)Cc2ccc(C(=O)N3CCN(c4cccc(C)c4)C(C)C3)o2)cc1 (stereo unspecified),9,13,.,0.5,-11,0,104,.,1
O=C1CC(N2CCN(S(=O)(=O)c3cccc(C(F)(F)F)c3)CC2)C(=O)N1Cc1ccccc1 (stereo unspecified),0,-8,-16,1.1,-2[fluorescence artefact?],-2,120,16,-15
Cc1ccc(S(=O)(=O)NCCCN2CCOCC2)c(C)c1,7,2,.,1.1,-5,-1,107,.,4
Nc1cc(Cl)ccc1Oc1ccccc1,.,15,1,.,.,10,.,-3,.
CS(=O)(=O)N1CCc2cc(C(=O)O)ccc21,5,0,7,1,-5,-4,117,-2,-2
CN(C)S(=O)(=O)c1ccc(C(=O)NCCSc2ccccc2)cc1,.,12,37,.,.,1,.,-35,.
COC(=O)c1ccc(S(=O)(=O)c2ccc(C(=O)OC)s2)s1,7,-13,-2,1.1,-8,0,153,-1,-14
COc1ccc(-n2c(SCC(=O)Nc3nccs3)nc3c(c2=O)SCC3)cc1,5,-11,-4,1.1,18,-5,118[fluorescence artefact?],3,-23[fluorescence artefact?]
O=C(Nc1ccc(Cl)c(Cl)c1)N1CC=C(c2ccccc2)CC1,4,.,79,1.1,1,.,118,-79,-3
CC1(C)CC(=O)C2=C(C1)OC(N)=C(C#N)C2c1ccccc1 (stereo unspecified),7,-6,-6,1.1,7,-6,139,6,-1
COC(=O)Cc1ccc(NC(=S)NCCCO)cc1,.,-2,3,.,.,-3,.,-1,.
O=C(CSc1ncnc2c1cnn2Cc1ccccc1)Nc1ccc2c(c1)OCCO2,9,.,42,1.1,-3,.,97[fluorescence artefact?],-42,-1
O=C(CCNS(=O)(=O)c1ccccc1C(F)(F)F)NCc1ccc2c(c1)OCO2,.,-10,-4,.,.,-5,.,3,.
O=C(c1ccc(COc2c(F)c(F)c(F)c(F)c2F)o1)N1CCOCC1,1,-28,5,1.1,19,-1,94,-2,3
CC(C)n1c(SCC(N)=O)nc2c1c(=O)n(C)c(=O)n2C,6,-9,.,1.1,-19[fluorescence artefact?],1,104,.,11
Cc1cc(NC(=O)Cc2c(F)cccc2Cl)no1,6,.,-18,1,-2,.,109,12,-8
CCOC(=O)C1(CCSC)NC(c2ccco2)C2C(=O)N(CC)C(=O)C21 (stereo unspecified),8,5,.,1,0[fluorescence artefact?],-2,132[fluorescence artefact?],.,3
Cc1cc(C)cc(NC(=O)c2ccccc2CC[N+](=O)[O-])c1,.,-7,-5,.,.,-1,.,6,.
CCc1ccc(NC(=O)c2cccnc2)cc1,-4,0,23,1.5,-2[fluorescence artefact?],-4,108,-26,13
COc1ccc(/C(O)=C2/C(=O)C(=O)N(CCN3CCOCC3)C2c2ccc(C)cc2)cc1 (stereo unspecified),8,2,15,1.1,6[fluorescence artefact?],-1,121,-15,-3
CCCCNCCOCCOc1ccc(C)cc1[N+](=O)[O-],.,3,5,.,.,0,.,-1,.
Cc1cc(=O)oc(C)c1C(=O)NCc1ccccc1,-2,.,.,1,4[fluorescence artefact?],.,104,.,-11
Cc1cc(C)n(-c2nnc(C)n2/N=C/c2ccco2)n1,9,-1,1,1.3,-2,-5,105,-3,4
Cc1cccc(-c2oc(C)c(C)[n+]2[O-])c1,4,-13,13,1.3,2,1,110,-11,-9
Cc1c(C(=O)N2CCc3ccccc32)oc2c1C(=O)CC(C)(C)C2,8,-26,-10,1.5,-3[fluorescence artefact?],4,95,13,-5

# Other entries follow:
SMILES,Calb biofilm kill,Mac1 fbg inh,sEH inhibitor,MT1-MMP txn act,ERb SRC1 inh,Mac1 fbg enh,ERa SRC1 pot,sEH activator,Smad3 FoxH1 inh
CCOC(=O)c1sc2ncnc(N3CCN(C(=O)OCC)CC3)c2c1C,3,4,.,1,4[fluorescence artefact?],-2,109,.,8
O=C(NC1CC1)c1cc(-c2ccccn2)nc2ccccc12,6,-8,7,1.1,6,-4,118,-6,4
COc1cccc(OCCCCN2CC(C)OC(C)C2)c1 (stereo unspecified),5,4,-8,1,-2,0,104,6,-3
N#C/C(C(N)=O)=c1/ccc2c(c1)N1C3=C(CCCC3)CC3CCCCC31N=2 (stereo unspecified),14,10,9,1.2,27[fluorescence artefact?],-1,43[fluorescence artefact?],-6,4[fluorescence artefact?]
CN1CCN(Cc2c(O)ccc3c2oc(=O)c2ccccc23)CC1,6,-12,.,0.6,10,2,126,.,0
O=C(Nc1cccnc1)c1scc2c1OCCO2,8,1,-6,1.1,3,3,92,5,2
COc1ccc(C(=O)Nc2ccc(OCC(F)(F)C(F)F)c(C(F)(F)F)c2)cc1OC,.,8,5,.,.,2,.,-3,.
FC(F)(F)c1cnc(Sc2nc3nccc(-c4ccc(Cl)cc4)n3n2)c(Cl)c1,.,13,6,.,.,2,.,-3,.
O=C(Cn1nnc2c(cnn2-c2ccc(F)cc2)c1=O)OC1CCCCC1,7,52,-3,1.1,2,0,112,1,1
COc1cccc(NC(=O)c2nc3ncccn3n2)c1,8,-6,-21,1.2,2,-1,105,19,2
C=CCn1c(NCCO)nc2c1c(=O)n(C)c(=O)n2C,3,3,.,1.1,2,-4,101,.,-1
COc1cc(C(=O)OCC(=O)N(C)Cc2ccccc2)cc(OC)c1OC,-11,.,0,1.1,-8,.,99,-1,2

# Record cards, as listed above. Values in the order: Calb biofilm kill, Mac1 fbg inh, sEH inhibitor, MT1-MMP txn act, ERb SRC1 inh, Mac1 fbg enh, ERa SRC1 pot, sEH activator, Smad3 FoxH1 inh
# Shown for `O=C(Nc1cccnc1)c1scc2c1OCCO2` : 8, 1, -6, 1.1, 3, 3, 92, 5, 2
# Shown for `COc1ccc(C(=O)Nc2ccc(OCC(F)(F)C(F)F)c(C(F)(F)F)c2)cc1OC` : ., 8, 5, ., ., 2, ., -3, .
# Shown for `COc1cccc(OCCCCN2CC(C)OC(C)C2)c1` (stereo unspecified) : 5, 4, -8, 1, -2, 0, 104, 6, -3

# The listing continues.
SMILES,Calb biofilm kill,Mac1 fbg inh,sEH inhibitor,MT1-MMP txn act,ERb SRC1 inh,Mac1 fbg enh,ERa SRC1 pot,sEH activator,Smad3 FoxH1 inh
Cc1ccc(C2=NCCNC2=O)c(C)c1,.,-7,8,1.1,.,0,.,-7,.
COc1ccccc1Nc1nc(C2(C)CCC(=O)O2)cs1 (stereo unspecified),10,-5,7,1.6,9,-4,117,-6,10
CCOC(=O)c1c(NC(=O)CSc2nnnn2C)sc(C)c1C,-2,.,-8,1.1,11[fluorescence artefact?],.,111,10,-3
CCOC(=O)c1csc(NC(=O)CSc2nnnn2-c2ccc(OCC)cc2)n1,8,-4,0,1.2,31[fluorescence artefact?],-3,109,1,0
